High-throughput results as filed in PubChem BioAssay.
GDH-TPI counter = GDH-TPI coupled enzyme inhibition counter-screen; inhibition, % at 4.8 µM; AID 588335; GDH-TPI coupled enzyme counterscreen, NADH absorbance; hit rate 1.2% among 360,000; in the data active = inhibition above about 30%;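 also: 0% = DMSO wells and 100% = wells lacking the enzyme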
3CLpro inhibitor = SARS-CoV 3CLpro protease inhibition; hit rate 0.14% among 290,000; inhibition, % at 6 µM; P0C6X7; recombinant SARS-CoV 3CLpro, quenched FRET peptide cleavage; in the data active = inhibition above about 12%
Rv3671c protease = inhibitors of M. tuberculosis serine protease Rv3671c; P9WHR9; inhibition, % at 5.96 µM; hit rate 0.048% among 320,000; AID 2606; in the data active = inhibition above about 38%;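 also: extracellular domain of Rv3671c used as enzyme; 0% = enzyme with DMSO and 100% = no enzyme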
BioA inh = blocks M. tuberculosis BioA enzyme activity; hit rate 0.096% among 360,000; purified M. tuberculosis BioA enzyme, plate reader; inhibition, % at 9.99 µM; in the data active = inhibition above about 40%
DUSP3 inh = blocks human VHR1 dual specificity phosphatase; P51452; recombinant VHR phosphatase, pNPP absorbance; inhibition, % at 13.3 µM; hit rate 0.52% among 290,000; AID 1654; in the data active = inhibition above about 50%; also: some compounds called inactive have numbers as strong as hits
Target sequence (P51452 whole entry, looked up): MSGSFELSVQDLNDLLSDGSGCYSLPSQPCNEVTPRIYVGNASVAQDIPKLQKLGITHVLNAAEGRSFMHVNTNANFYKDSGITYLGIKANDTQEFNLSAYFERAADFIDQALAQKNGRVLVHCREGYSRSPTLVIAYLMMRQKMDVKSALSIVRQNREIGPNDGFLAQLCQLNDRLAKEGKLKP
Vc quorum ag = quorum light induction in luxS cqsA deficient V. cholerae. V. cholerae BH1578 lux reporter, luminescence, 6 h. hit rate 0.16% among 350,000. activation, % at 18.7 µM. AID 588436; in the data active = activation mostly above about 9.7%, no sharp cut-off; also: not every result past the cut was called active; inactives centre near 0; reference of the scale not given here
Mtb UGM inh = blocks M. tuberculosis UGM enzyme. hit rate 0.06% among 320,000. purified UGM, fluorescence polarization probe displacement. inhibition, % at 10 µM. AID 504406. P9WIQ1; in the data active = inhibition above about 10%, passing the limit was not always enough
PriA SSB inh = inhibitors of Klebsiella pneumoniae PriA binding to SSB C-terminal tail | AlphaScreen SSBct-PriA binding, biotinylated peptide | AID 1272365 | hit rate 0.6% among 430,000 | inhibition, % at 33 µM; in the data active = inhibition mostly above about 37%, no sharp cut-off; inactive = mostly below about 20%;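 also: plate controls were negative control peptide for no effect and reference peptide for full effect; strong numbers were not always called active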
MazF activator = activators of E. coli MazEF toxin-antitoxin RNase. P0AE70. FAM/BHQ RNA-DNA oligo cleavage fluorescence, 5 h. activation, % at 20 µM. hit rate 0.32% among 350,000. AID 504720; in the data active = activation above about 50%
Target sequence (P0AE70 whole entry, looked up): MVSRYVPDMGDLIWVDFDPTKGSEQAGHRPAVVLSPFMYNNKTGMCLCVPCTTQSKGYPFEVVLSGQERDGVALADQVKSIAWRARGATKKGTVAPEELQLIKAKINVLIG
FBA Mtb inh = Mtb fructose-bisphosphate aldolase inhibition; inhibition, % at 1 µM; hit rate 2.3% among 360,000; AID 588726; purified M. tuberculosis FBA, fluorescence read-out; P9WQA3; in the data active = inhibition above about 27%;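 also: 0% = vehicle and 100% = reference inhibitor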
Target sequence (P9WQA3 whole entry, looked up): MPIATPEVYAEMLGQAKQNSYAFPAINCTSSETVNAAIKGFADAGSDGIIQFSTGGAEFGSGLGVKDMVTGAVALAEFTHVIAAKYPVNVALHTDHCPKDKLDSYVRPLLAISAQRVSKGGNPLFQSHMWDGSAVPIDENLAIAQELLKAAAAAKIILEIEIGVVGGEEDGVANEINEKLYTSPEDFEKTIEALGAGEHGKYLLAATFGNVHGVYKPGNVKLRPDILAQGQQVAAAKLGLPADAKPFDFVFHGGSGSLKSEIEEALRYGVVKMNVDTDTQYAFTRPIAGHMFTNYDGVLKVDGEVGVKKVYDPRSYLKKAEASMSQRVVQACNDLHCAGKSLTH
* hit, by the source's call; i = inactive; / = no result given; + = active, no number. These rows are one share of the data. The share of hits here may be higher or lower than overall.

Value order: GDH-TPI counter	3CLpro inhibitor	Rv3671c protease	BioA inh	DUSP3 inh	Vc quorum ag	Mtb UGM inh	PriA SSB inh	MazF activator	FBA Mtb inh
COc1cccc(CNC(=O)CCN2C(=O)[C@@H]3Cc4ccccc4CN3C2=O)c1
 : -3	-6	-5	-7.3	-37	-0.6	0.1	0	-11	1
Cc1ccccc1NC(=S)NC1CCCC1
 : 3	-3	1	0.4	-2	-0.2	-0.6	-12	4	1
O=C(c1ccc(Cl)c([N+](=O)[O-])c1)N1CCN(c2ccccc2)CC1
 : -3	4	6	/	-5	-1.4	-2.2	-4	9	3
COc1cc(C)c(Br)cc1S(=O)(=O)NCCCN1CCOCC1
 : 0	3	2	/	26	-0.1	0.2	-8	6	-1
CCCCOc1ccc(C(=O)NCC(=O)NCC(c2ccc(OC)cc2)N2CCCC2)cc1 (centres undefined)
 : 7	/	-6	0.8	/	-0.8	-0.8	4	2	-2
CCc1noc(C)c1C(=O)Oc1ccc(N(C)S(=O)(=O)c2ccccc2)cc1
 : 11	/	10	-0.8	/	1.4	-1.4	-39	5	-2
COc1ccc(S(=O)(=O)NCc2cccnc2)cc1C(=O)NC1CCCCC1
 : -4	-5	6	3.1	29	i	2.5	1	6	1
COC(=O)c1cccn(CC(=O)c2ccc(Cl)cc2)c1=O
 : 6	-3	7	/	17	-0.2	1.9	-3	7	-1
O=C(CSc1ccccn1)Nc1ccc(F)c([N+](=O)[O-])c1
 : 5	-2	5	1.7	2	-1.1	2.7	-11	6	3
Cc1ccc(NC(=O)CN2CCc3cc4c(cc3C2C)OCCCO4)cc1C (centres undefined)
 : 9	1	1	/	17	i	-0.2	12	2	-1
NC(=O)c1ccccc1NC(=O)CCN1C(=O)c2ccccc2C1=O
 : -1	-5	-12	/	14	i	0.6	-7	5	-1
Cn1cc2c(=O)n(/N=C/c3ccccc3)cnc2n1
 : -1	-3	-11	/	0	-0.3	-0.1	/	2	0
CCN(CC)C(=O)NC1CC(=O)N(c2ccc(OC)cc2)C1 (centres undefined)
 : 16	2	0	-1.3	16	-0.4	-0.2	-12	8	-3
CC(=O)Nc1cccc(NC(=O)CSc2nnc3ccc(-c4ccncc4)nn23)c1
 : 3	/	2	/	/	i	0.8	-8	6	0
CCOC(=O)C(C)c1nn(C)c(=O)c2ccccc12 (centres undefined)
 : 7	-2	1	-0.2	21	-1.0	1.7	-13	3	-2
Cc1cccc(C(=O)N2CCc3cc(-c4nc(NC(=O)CN5CCCC5)sc4C)ccc32)c1
 : 6	-2	0	/	13	i	3.3	-6	3	-1
NNc1nc(-c2ccccc2Cl)nc2sc3c(c12)CCCC3
 : 16	2	-3	-2.0	1	-0.6	5.0	-6	10	5
O=[N+]([O-])c1cccc(-c2nnc(SCc3cccnc3)o2)c1
 : 0	3	0	/	1	-0.3	1.5	-4	9	-4
O=C(NCc1ccco1)C1CCCN(S(=O)(=O)c2ccc(Cl)cc2)C1 (centres undefined)
 : 8	5	1	0.4	20	-0.4	-1.2	-9	13	-1
COC(=O)c1sc(-c2cccs2)cc1NC(=O)/C=C/C(=O)O
 : 27	4	5	-0.9	8	0.8	2.3	-14	4	1
O=C(CCN1C(=O)c2ccccc2C1=O)NCc1ccc(Cl)cc1
 : -8	-7	0	-0.6	-3	-2.2	-0.1	-9	4	3
CN(Cc1ccccc1)C(=O)C1CCN(Cc2ccc(F)cc2)CC1
 : 9	1	3	3.3	25	-0.3	1.4	-5	-1	-1
O=C(CSc1n[nH]c(-c2cccs2)n1)N1CCCCC1
 : -1	/	-4	-0.3	/	-5.6	-1.3	7	-2	-1
Cc1cccc(N2CCN(C(=O)C(C)n3nc(C)n4c(cc5occc54)c3=O)CC2)c1C (centres undefined)
 : 1	1	-2	6.9	15	-0.8	-0.6	7	-9	0
COC(=O)c1ccc(S(=O)(=O)N(CCO)Cc2ccccc2)n1C
 : 6	-1	2	/	12	-0.6	-0.8	-2	-5	8
COc1cc2c(cc1OC)C(C)N(C(=O)Nc1cc(C)cc(C)c1)CC2 (centres undefined)
 : -9	5	2	-0.7	2	i	1.5	-8	0	1
NS(=O)(=O)c1ccc(NC(=O)COc2cccc3ccccc23)cc1
 : -10	-6	-9	-0.6	4	-0.4	-1.6	7	-8	-1
CCN(CC)CCOC(=O)C(Cc1ccco1)Cc1cccc2ccccc12 (centres undefined)
 : -11	/	-5	8.8	/	-0.2	1.4	14	-3	3
CCCCc1nc2c(=O)[nH]c3ccccc3c2o1
 : -1	-7	5	0.5	8	i	-2.1	-24	8	1
S=C1SCN(CCc2ccccc2)CN1CCc1ccccc1
 : 11	/	/	-0.1	/	i	/	/	-5	3

The closing 2 compounds of the section above lead into the next.
Value order: GDH-TPI counter	3CLpro inhibitor	Rv3671c protease	BioA inh	DUSP3 inh	Vc quorum ag	Mtb UGM inh	PriA SSB inh	MazF activator	FBA Mtb inh
CCCCc1nc2c(=O)[nH]c3ccccc3c2o1
 : -1	-7	5	0.5	8	i	-2.1	-24	8	1
S=C1SCN(CCc2ccccc2)CN1CCc1ccccc1
 : 11	/	/	-0.1	/	i	/	/	-5	3
CC(NC(=O)c1cc(-c2ccc(Br)cc2)on1)c1ccccc1 (centres undefined)
 : -8	-6	-1	-1.6	19	-1.0	-0.3	-13	-18	3
Cc1ccc(-n2c(SCC(=O)O)nc3sc4c(c3c2=O)CCCC4)cc1
 : 6	3	11	0.3	14	-0.3	0.6	-8	3	2
O=C(Nc1cccnc1)c1ccc2nc(-c3ccccc3)c(-c3ccccc3)nc2c1
 : -3	6	-2	14	14	-0.5	6.1	-18	9	-3
COc1cccc(-n2nc3c(=O)n(Cc4ccccc4Cl)nc(C)c3c2C)c1
 : 10	-2	-8	-0.8	5	-0.6	-1.4	-9	15	1
CCCC1(C(=O)OCC)NC(c2ccc(N(C)C)cc2)C2C(=O)N(c3ccccc3)C(=O)C21 (centres undefined)
 : 17	2	-4	-2.1	44	1.5	5.3	-17	4	1
COc1ccc(-n2nc3c(c2NC(=O)C2CCCC2)CS(=O)C3)cc1 (centres undefined)
 : -3	-1	3	-0.1	34	-0.2	/	-9	-2	0
O=C(CSc1nc2nc(-c3cccs3)cc(C(F)(F)F)c2c(=O)[nH]1)C(F)(F)F
 : 14	-5	-15	0.0	30	i	0.8	7	4	+
Cn1ncc2nnn(-c3ccccc3)c(=O)c21
 : -4	7	4	-1.6	45	-0.5	1.3	-8	11	0
CC1CCCN(C(=O)CSc2nnc(-c3cccnc3)n2C2CCCCC2)C1 (centres undefined)
 : 2	2	2	/	22	-0.3	-0.5	-15	-4	0
C=CCn1cccc(C(=O)Nc2ccc(OC)cc2)c1=O
 : 4	0	-2	/	9	0.2	3.9	-9	8	-2
Cc1csc(NC(=O)c2nn(C)c(C)c2[N+](=O)[O-])n1
 : 9	-8	-4	/	-2	i	3.8	1	4	0
O=C(COC(=O)c1cccnc1Cl)NCc1ccc2c(c1)OCO2
 : -3	-3	4	/	-9	0.3	1.4	-27	7	1
Cc1ccc(NC(=O)Cn2cncc2-c2ccc([N+](=O)[O-])cc2)cc1C
 : 0	2	-16	-0.2	17	-0.1	4.5	3	-18	-6
Cc1nc2ccc(N=NC3=C(O)CCCC3=O)cc2s1
 : 9	-2	-5	-2.8	5	-0.4	1.1	5	1	-16
CCC(=O)Nc1ccccc1-c1nc2ccccc2[nH]c1=O
 : 5	-1	/	-1.9	4	-1.6	0.9	-4	-1	2
O=C(c1cc(COc2ccc3ncccc3c2)on1)N1CCCC(O)C1 (centres undefined)
 : 8	6	10	1.5	39	-0.2	2.2	-13	6	4
Cc1cc(Br)ccc1SCC(=O)Nc1cccnc1
 : 1	-2	1	/	32	0.7	1.2	-7	3	-4
CCCc1nc(-c2ccc(-c3ccc(F)cc3)cc2)no1
 : 5	2	10	-2.7	7	-0.4	-0.7	0	1	-2
CN(CC(=O)Nc1cccc(F)c1)C(=O)CCc1nc2sc3c(c2c(=O)[nH]1)CCCC3
 : 15	/	-20	-3.7	/	-0.5	6.0	-19	0	6
CCCN(CCC)Cc1c(C(=O)N/N=C/c2cccs2)nnn1-c1nonc1N
 : 19	-2	3	/	36	-0.3	-2.9	/	0	1
O=C(Nc1cccs1)N1CCN(c2ncccn2)CC1
 : -11	-3	-8	1.1	31	-0.6	1.3	-12	-3	1
CC1CCC(N2CCN(C(=O)c3ccccc3F)CC2)CC1 (centres undefined)
 : 1	-3	-1	-0.1	14	i	-1.4	2	10	-1
NC(=O)c1c(N)sc2c1CCC2
 : 14	3	/	/	17	i	/	3	-9	2
Cn1c(SCC(=O)Nc2ccc3c(c2)oc2ccccc23)nnc1-c1ccccc1
 : 8	-5	-4	-2.3	-4	i	2.2	-6	-29	-1
CC1CCN(CCCNC(=O)CCc2nnc3n(CCc4ccccc4)c(=O)c4ccccc4n23)CC1
 : 8	3	-1	-0.1	23	-0.5	1.2	-20	17	4
Cc1cc(C)nc(N2CCCC(C(=O)Nc3ccc4nc(C)c(C)nc4c3)C2)n1 (centres undefined)
 : 30	8	-4	0.0	-1	-0.2	2.6	-3	8	3
CCCCCCCCCCCCN1C/C(=C\C(=O)OCC)c2ccccc2S1(=O)=O
 : 0	3	-5	-1.6	-10	-19	1.3	-24	-18	1
CCN1CCCC1Cn1cnc2c([nH]c3ccc(OC)cc32)c1=O (centres undefined)
 : -1	0	7	-0.9	5	i	-4.1	-5	5	57*
Cn1c(SCc2cc(=O)n3cc(Br)ccc3n2)nnc1C1COc2ccccc2O1 (centres undefined)
 : 11	-5	-1	11	11	-0.7	1.2	2	-2	1
Cc1cc2ncc(S(=O)(=O)c3ccccc3)c(N)n2n1
 : -1	1	-6	/	6	-0.6	0.2	-6	2	0
COc1ccc(C(C(=O)NCC2CCCO2)N(C(=O)CNC(=O)c2cccs2)c2ccccc2C)cc1OC (centres undefined)
 : 2	-1	-7	-0.2	39	-0.2	1.5	-8	5	-1
O=C(CNC(=O)c1ccc(Br)o1)Nc1ccc(F)c(S(=O)(=O)N2CCOCC2)c1
 : -3	/	/	0.3	/	i	/	0	3	-2

Some values from above:
CCC(=O)Nc1ccccc1-c1nc2ccccc2[nH]c1=O @ Mtb UGM inh = 0.9
CC(NC(=O)c1cc(-c2ccc(Br)cc2)on1)c1ccccc1 (centres undefined) @ Rv3671c protease = -1
O=C(CSc1nc2nc(-c3cccs3)cc(C(F)(F)F)c2c(=O)[nH]1)C(F)(F)F @ BioA inh = 0.0
CCCC1(C(=O)OCC)NC(c2ccc(N(C)C)cc2)C2C(=O)N(c3ccccc3)C(=O)C21 (centres undefined) @ BioA inh = -2.1
Cn1ncc2nnn(-c3ccccc3)c(=O)c21 @ Mtb UGM inh = 1.3
